Bioassay records (PubChem BioAssay)
PfGluPho inh – PfG6PD (Plasmodium falciparum) enzyme inhibition | PfGluPho enzyme, NADPH resazurin-diaphorase fluorescence | inhibition, % at 20 µM | hit rate 0.78% among 350,000 | AID 504690;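 active = inhibition reaching at least a set limit at 20 µM in the primary screen, cut at about 59% in these data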;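 note: 0% = DMSO wells with substrate and 100% = DMSO wells lacking glucose-6-phosphate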
A3A deaminase – blocks human APOBEC3A ssDNA deamination; recombinant A3A, FAM/TAMRA ssDNA deamination fluorescence; inhibition, % at 20 µM; hit rate 0.41% among 330,000;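 active = at least 40% inhibition at 20 µM here, with at most 30% in a related deaminase screen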;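 note: plate controls were A3A with DMSO for no effect and wells lacking A3A enzyme for full effect; some results filed as inactive read as strong as hits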
Target sequence (P31941 whole entry, looked up): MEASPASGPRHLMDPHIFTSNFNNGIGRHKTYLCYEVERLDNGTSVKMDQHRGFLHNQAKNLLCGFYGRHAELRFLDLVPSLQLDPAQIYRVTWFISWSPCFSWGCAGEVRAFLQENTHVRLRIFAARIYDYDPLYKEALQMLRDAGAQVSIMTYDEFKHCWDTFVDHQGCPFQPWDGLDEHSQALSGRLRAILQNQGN
ATG4B inh – ATG4B (human) cysteine protease inhibition. ATG4B cleavage of LC3-PLA2, NBD-HPC fluorescence, 1 h. Q9Y4P1. hit rate 0.51% among 340,000. inhibition, % at 8.33 µM. AID 504462; in the data active = inhibition above about 40%
hIAP block – human IAP inhibition; purified IAP, CDP-Star luminescence, 30 min; inhibition, % at 10 µM; hit rate 0.12% among 330,000;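 active = inhibition reaching a set limit with compound at 10 µM in the primary screen, cut at about 35% in these data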;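 note: plate controls were DMSO wells with enzyme for no effect and no-enzyme buffer wells for full effect; values of inactives mirror those of a sister screen read the other way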
Target sequence (P09923 whole entry, looked up): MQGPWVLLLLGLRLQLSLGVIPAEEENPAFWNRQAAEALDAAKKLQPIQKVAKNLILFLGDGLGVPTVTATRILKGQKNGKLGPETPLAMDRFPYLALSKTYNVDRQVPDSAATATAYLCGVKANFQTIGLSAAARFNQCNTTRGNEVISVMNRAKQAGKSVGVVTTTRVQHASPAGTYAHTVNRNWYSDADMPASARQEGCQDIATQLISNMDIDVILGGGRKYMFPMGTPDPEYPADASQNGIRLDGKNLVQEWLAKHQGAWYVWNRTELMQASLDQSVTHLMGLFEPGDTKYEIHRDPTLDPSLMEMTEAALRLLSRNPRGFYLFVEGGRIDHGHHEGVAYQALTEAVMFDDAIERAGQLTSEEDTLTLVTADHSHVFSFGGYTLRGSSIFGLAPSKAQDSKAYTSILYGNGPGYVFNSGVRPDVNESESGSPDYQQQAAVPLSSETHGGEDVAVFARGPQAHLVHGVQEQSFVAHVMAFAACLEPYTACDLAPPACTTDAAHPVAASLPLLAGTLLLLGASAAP
mIAP inh – mouse IAP inhibition; purified mouse IAP, CDP-Star luminescence, 30 min; inhibition, % at 10 µM; hit rate 0.2% among 330,000; AID 2806;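 active = inhibition of at least 40% at 10 µM in the primary screen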;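 note: plate controls were DMSO with enzyme for no effect and no enzyme wells for full effect; values of inactives mirror those of a sister screen read the other way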
mIAP act – mouse IAP activation | muIAP, CDP-Star luminescence, 30 min; stronger effect = higher value; 1 = vehicle-only enzyme signal, 0 = enzyme-free wells | activation factor at 10 µM | hit rate 0.24% among 330,000;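 active = activation factor of at least 2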; note: the source names both 10 and 20 µM as test concentration; values of inactives mirror those of a sister screen read the other way
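Assay system: mouse IAP enzyme / Compound: DMSO-dissolved test compounds / Timing: 30 min, room temperature / Measured by: luminescence from enzymatic CDP-Star hydrolysis / Control set: DMSO-only wells, enzyme-free buffer wells as negative control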
HKDC1 inhibitor – inhibitors of human hexokinase HKDC1 | hit rate 0.16% among 340,000 | Q2TB90 | inhibition, % at 20 µM | recombinant HKDC1, G6PDH/diaphorase resazurin coupled fluorescence;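 active = inhibition above about 35% when tested at 20 µM, limit read from the data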;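 note: plate controls were DMSO wells with enzyme for no effect and DMSO wells lacking enzyme for full effect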
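Material – in-house recombinant HK5 (HKDC1) enzyme · Quantity – HKDC1 at 5 µg/mL · Buffer or medium – pH 8.0 Tris buffer with 10 mM MgCl2 · Reagent – glucose with 1 mM ATP · Dosing – single 20 µM dose · Times – reaction time 90 min, room temperature, protected from light · Technique – resorufin fluorescence at 613 nm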
hIAP activ – increases human intestinal alkaline phosphatase activity; AID 2524; purified human IAP, CDP-Star luminescence, 30 min; stronger effect = higher value; 1 = vehicle-only enzyme, 0 = enzyme-free background; activation factor at 10 µM; hit rate 0.16% among 330,000; P09923;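 active = activation factor of the enzyme at least 2-fold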; note: the source names both 10 and 20 µM as test concentration; values of inactives mirror those of a sister screen read the other way
* marks the source's active call; other numbers are inactive results; nt = not tested or not shown.

item | mIAP inh | mIAP act | ATG4B inh | HKDC1 inhibitor | A3A deaminase | hIAP activ | PfGluPho inh | hIAP block | canonical_smiles
1 | 1 | 0.99 | -3 | -1 | -2 | 1 | 4 | -4 | CC1(C)CC(=O)C2=C(C1)OC(N)=C([N+](=O)[O-])C2c1ccc(F)cc1 (stereo not given)
2 | 14 | 0.86 | -4 | 19 | -5 | 0.69 | 14 | 31 | CCOc1cc(/C=C2\SC(N3CCCC(C)C3)=NC2=O)ccc1O (stereo not given)
3 | 0 | 1 | 8 | 7 | -2 | 1.1 | 7 | -14 | CCOC(=O)c1ccc(NC(=O)c2cc3c(C)nn(-c4ccccc4Cl)c3s2)s1
4 | 9 | 0.91 | -4 | 0 | -2 | 0.93 | 10 | 7 | CC(C)NC(=O)CC1Nc2c3ccccc3nc(=S)n2C1=O (stereo not given)
5 | 12 | 0.88 | 18 | 0 | 7 | 0.93 | 30 | 8 | O=C(CSc1nc2ccccc2s1)c1cc2ccccc2o1
6 | -8 | 1.1 | -2 | -1 | -5 | 1.1 | -1 | -7 | S=c1[nH]nc(Cc2c[nH]c3ccccc23)o1
7 | 7 | 0.93 | -5 | 5 | -5 | 1.1 | 19 | -7 | COc1cccc(N2CCN(c3ccc4nnc(CCC(=O)Nc5ccc(OC)c(OC)c5)n4n3)CC2)c1
8 | 5 | 0.95 | 0 | -10 | -2 | 0.99 | -1 | 1 | COCCCNC(=O)c1ccccc1NS(C)(=O)=O
9 | 7 | 0.93 | -5 | -1 | 3 | 0.94 | 30 | 6 | COc1ccc(N(C)C(=O)c2cc3c(s2)-c2c(C)cccc2OC3)c(OC)c1
10 | 0 | 1 | -22 | -9 | -1 | 0.98 | 16 | 2 | COc1cc(/C=N/Nc2ccc(S(N)(=O)=O)cc2)cc(OC)c1OC
11 | 16 | 0.84 | 6 | -1 | 0 | 0.99 | -18 | 1 | O=C(NN1C(=O)C2C(c3ccccc3)C=CC(c3ccccc3)C2C1=O)c1cccc(Br)c1 (stereo not given)
12 | -14 | 1.1 | 7 | 2 | -3 | 1 | -7 | -5 | CCSc1nnc(NC(=O)c2cccc(OCc3c(C)noc3C)c2)s1
13 | 7 | 0.93 | 6 | 1 | -1 | 0.95 | -3 | 5 | CC(=O)Nc1ccc(/C=N/NC(=O)c2cccc(S(=O)(=O)N3CCOCC3)c2)cc1
14 | 3 | 0.97 | 3 | -2 | 0 | 0.98 | 7 | 2 | Cc1nc2c(C)cccc2c2c1CCS2
15 | 2 | 0.98 | -3 | -7 | 2 | 0.92 | -3 | 8 | CN(C)CC(O)COC(c1ccc(Cl)cc1)c1ccc(Cl)cc1 (stereo not given)
16 | 7 | 0.93 | 1 | 2 | -3 | 1 | -13 | 0 | NC(=O)C1CCN(S(=O)(=O)c2ccc3c(c2)OCCO3)CC1
17 | -2 | 1 | -10 | -6 | 1 | 1 | -4 | 0 | CC(OC(=O)/C=C/c1cccc(C(F)(F)F)c1)C(=O)NC1CCCCC1C (stereo not given)
18 | -6 | 1.1 | 19 | -12 | -6 | 0.96 | -3 | 4 | CCOC(=O)Nc1cccc(NC(=O)c2cc(OC)cc(OC)c2)c1
19 | 6 | 0.94 | -20 | 2 | 1 | 0.83 | -24 | 17 | COc1ccc(OC)c(S(=O)(=O)Nc2cccc(-c3ccc(N4CCCCCC4)nn3)c2)c1
20 | 6 | 0.94 | 3 | -27 | -4 | 1.3 | -4 | -32 | COc1ccccc1N1CCN(Cc2cc(Br)c(O)c3ncccc23)CC1
21 | -4 | 1 | -5 | -5 | 2 | 1.2 | 2 | -16 | Cc1c(C(=O)C(=O)N2CCN(Cc3ccc4c(c3)OCO4)CC2)c2ccccc2n1C
22 | 0 | 1 | -5 | -1 | 1 | 1.4 | 4 | -39 | COC(=O)c1c(NC(C)=O)sc2c1CCCC2
23 | 7 | 0.93 | -17 | -5 | 2 | 0.99 | 15 | 1 | CCCn1c(=O)[nH]c(=O)c2c(C(=O)OCC)cc(-c3cccs3)nc21
24 | -5 | 1.1 | -2 | -5 | 3 | 1.1 | 4 | -9 | COc1ccc(NC(=O)C2CCN(c3cnccn3)CC2)cc1OC
25 | -2 | 1 | -13 | -3 | -2 | 0.96 | 12 | 4 | Cc1ccnc(NC(=O)C2CCN(S(=O)(=O)c3ccc4ccccc4c3)CC2)c1
26 | 8 | 0.92 | 1 | 12 | -1 | 1 | 4 | -3 | O=S(=O)(NCCN1CCOCC1)c1cccs1
27 | 6 | 0.94 | 1 | -7 | 3 | 0.84 | 3 | 16 | NS(=O)(=O)c1ccc(CNC(=O)CCSCCC(=O)NCc2ccc(S(N)(=O)=O)cc2)cc1
28 | 3 | 0.97 | -14 | -8 | 3 | 0.86 | 19 | 14 | c1ccc2oc(-c3csc(NCC4CCCO4)n3)cc2c1 (stereo not given)
29 | 7 | 0.93 | 1 | 2 | 5 | 0.98 | 11 | 2 | CCc1ccc2nc(NC(=O)C3CCN(c4ncnc5sc(C)c(C)c45)CC3)sc2c1
30 | 4 | 0.96 | 3 | -1 | -2 | 1.1 | 0 | -7 | Cc1ccccc1C1NC(c2ccccc2C)C(C)C(=O)C1C (stereo not given)
31 | 6 | 0.94 | nt | nt | 0 | 0.9 | nt | 10 | CCC(NC(=O)COc1ccc([N+](=O)[O-])cc1)c1ccccc1 (stereo not given)
32 | -11 | 1.1 | 0 | -4 | -5 | 1.2 | -1 | -21 | CCC(C)Nc1nc2c(c(=O)[nH]c(=O)n2C)n1CCCc1ccccc1 (stereo not given)

Reprinted from the part before: five compounds, then new ones.
item | mIAP inh | mIAP act | ATG4B inh | HKDC1 inhibitor | A3A deaminase | hIAP activ | PfGluPho inh | hIAP block | canonical_smiles
28 | 3 | 0.97 | -14 | -8 | 3 | 0.86 | 19 | 14 | c1ccc2oc(-c3csc(NCC4CCCO4)n3)cc2c1 (stereo not given)
29 | 7 | 0.93 | 1 | 2 | 5 | 0.98 | 11 | 2 | CCc1ccc2nc(NC(=O)C3CCN(c4ncnc5sc(C)c(C)c45)CC3)sc2c1
30 | 4 | 0.96 | 3 | -1 | -2 | 1.1 | 0 | -7 | Cc1ccccc1C1NC(c2ccccc2C)C(C)C(=O)C1C (stereo not given)
31 | 6 | 0.94 | nt | nt | 0 | 0.9 | nt | 10 | CCC(NC(=O)COc1ccc([N+](=O)[O-])cc1)c1ccccc1 (stereo not given)
32 | -11 | 1.1 | 0 | -4 | -5 | 1.2 | -1 | -21 | CCC(C)Nc1nc2c(c(=O)[nH]c(=O)n2C)n1CCCc1ccccc1 (stereo not given)
33 | -1 | 1 | 0 | -2 | -6 | 0.94 | -16 | 6 | O=C(O)COc1ccc(NC(=O)C(c2ccccc2)c2ccccc2)cc1
34 | 1 | 0.99 | -1 | 4 | -3 | 0.96 | 4 | 4 | O=C(NCC(c1ccco1)N1CCN(c2ccccc2F)CC1)C1CCCCC1 (stereo not given)
35 | -4 | 1 | -10 | -7 | -2 | 1.4 | 2 | -38 | CC(C)CCOc1ccc(C(=O)NNC(=O)CNC(=O)c2ccccc2F)cc1
36 | -188 | 2.9* | 4 | 0 | -5 | 1.2 | -7 | -20 | Cc1nn(Cc2ccc(F)cc2)c(C)c1NC(=O)C1c2ccccc2Oc2ccccc21
37 | 11 | 0.89 | 46* | 16 | -3 | 0.92 | -4 | 8 | CCc1c(C)sc2nc(C(C)C)nc(SCC(=O)N3CCc4ccccc4C3)c12
38 | 2 | 0.98 | -1 | 2 | -2 | 0.87 | -4 | 13 | COc1ccc(CCC(=O)NCc2cn3ccc(C)cc3n2)cc1
39 | 17 | 0.83 | -12 | -5 | 1 | 1.1 | 13 | -5 | CCn1cc(C(=O)NCc2ccc3c(c2)OCO3)c(=O)c2cc(S(=O)(=O)N(C)C)ccc21
40 | 2 | 0.98 | 18 | -8 | -3 | 1 | 6 | 0 | O=C1CCC(C(=O)N2CCN(c3ccccc3)CC2)CN1CC1CCCCC1 (stereo not given)

Arranged by SMILES length (low to high): 5 of the compounds above
item | mIAP inh | mIAP act | ATG4B inh | HKDC1 inhibitor | A3A deaminase | hIAP activ | PfGluPho inh | hIAP block | canonical_smiles
38 | 2 | 0.98 | -1 | 2 | -2 | 0.87 | -4 | 13 | COc1ccc(CCC(=O)NCc2cn3ccc(C)cc3n2)cc1
33 | -1 | 1 | 0 | -2 | -6 | 0.94 | -16 | 6 | O=C(O)COc1ccc(NC(=O)C(c2ccccc2)c2ccccc2)cc1
40 | 2 | 0.98 | 18 | -8 | -3 | 1 | 6 | 0 | O=C1CCC(C(=O)N2CCN(c3ccccc3)CC2)CN1CC1CCCCC1 (stereo not given)
35 | -4 | 1 | -10 | -7 | -2 | 1.4 | 2 | -38 | CC(C)CCOc1ccc(C(=O)NNC(=O)CNC(=O)c2ccccc2F)cc1
39 | 17 | 0.83 | -12 | -5 | 1 | 1.1 | 13 | -5 | CCn1cc(C(=O)NCc2ccc3c(c2)OCO3)c(=O)c2cc(S(=O)(=O)N(C)C)ccc21

(cont.)
item | mIAP inh | mIAP act | ATG4B inh | HKDC1 inhibitor | A3A deaminase | hIAP activ | PfGluPho inh | hIAP block | canonical_smiles
41 | -23 | 1.2 | 2 | -2 | 4 | 1.2 | 21 | -16 | CN(c1ccc(C(=O)NCCSCc2ccc(Cl)cc2)cc1)S(=O)(=O)c1ccccc1
42 | 0 | 1 | -5 | 4 | 2 | 0.97 | 7 | 3 | COc1ccc(COC(=O)c2cc([N+](=O)[O-])ccc2N2CCOCC2)cc1F
43 | 29 | 0.71 | -4 | 1 | 3 | 1 | 0 | 0 | O=C(/C=C/c1ccccc1)NCCc1ccccc1
44 | -8 | 1.1 | 2 | 0 | -3 | 1.1 | -4 | -8 | O=C(c1cccc(S(=O)(=O)N2CCCCC2)c1)N1CCOCC1
45 | -2 | 1 | 3 | -3 | -4 | 1.4 | -9 | -38 | CCN(C(=O)CCS(=O)(=O)c1ccc2c(c1)oc(=O)n2C)c1ccc(OC)cc1
46 | 8 | 0.92 | -2 | -3 | 2 | 0.86 | -6 | 14 | COc1ccc(CN(C)C(=O)c2cnc(C)cn2)c(OC)c1OC
47 | -1 | 1 | 29 | -1 | -2 | 1 | 11 | -3 | COc1ccc(C(=O)NCC(c2cccs2)N2CCc3ccccc32)c(OC)c1 (stereo not given)
48 | 9 | 0.91 | -3 | 2 | -2 | 1 | 0 | 0 | O=C(CSc1nnc(COc2cccc3cccnc23)o1)N1CCCC1
49 | -3 | 1 | -8 | 1 | -1 | 0.88 | 2 | 12 | COc1cc(NC(=O)CN(C)S(=O)(=O)c2ccc(C)cc2)cc(OC)c1
50 | -1 | 1 | -8 | -3 | -2 | 0.97 | -10 | 3 | CC(CCc1ccccc1)NC(=O)c1ccccc1C(=O)O (stereo not given)
51 | 0 | 1 | -3 | 15 | -9 | 1.1 | -8 | -10 | Cc1cc(/C=C(\C#N)C(=O)NCc2cccs2)c(C)[nH]1
52 | -12 | 1.1 | -10 | -8 | -5 | 0.84 | -2 | 16 | CN1CCN(c2nc(N3CCN(c4ccccc4)CC3)ncc2F)CC1
53 | 22 | 0.78 | -7 | -8 | -4 | 0.96 | 1 | 4 | COc1cc(/C=N/NC(=O)CSc2nc3ccccc3n2C)cc(OC)c1OC
54 | 11 | 0.89 | -5 | -5 | -3 | 0.9 | 13 | 10 | Fc1ccc(CNc2nc3ccccc3n3nnnc23)cc1
55 | 3 | 0.97 | -6 | -7 | -3 | 0.98 | 3 | 2 | O=C(c1ccco1)N1CCC(c2nc3c(nnn3Cc3ccc(F)cc3)c(=O)[nH]2)CC1
56 | 1 | 0.99 | -6 | 6 | -3 | 1.1 | 5 | -7 | Cc1cc(NC(=O)CSc2nc(C3CCCCC3)nc3ccccc23)no1
